PolyA inh: blocks polyadenylation in yeast reporter cells; actives 0.02% (n = 300,000); AID 1875; S. cerevisiae SKY197-pL101 polyadenylation reporter, beta-gal luminescence; efflux-impaired pdr1/pdr3 knockout yeast; score 100 = 6 SD above DMSO; calls only at 12 µM;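 active = lowest replicate activity score at least 50, where 100 means six control SD above control mean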;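 note: yeast exposed to compound for 9 h at 30 °C; higher score means more reporter readthrough which indicates perturbed polyadenylation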
TRPC4 agonist: activators of mouse TRPC4 channel; actives 0.49% (n = 310,000); B-score at 10 µM; AID 2237; HEK293 TRPC4beta/mu-opioid, Fluo4 calcium fluorescence; stronger effect = higher value;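 active = B-score above 5 SD of library B-scores, and initial fluorescence ratio not above library mean plus 5 SD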;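 note: positive B-score marks a calcium rise read as TRPC4 activation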
Target sequence (Q9QUQ5 whole entry, looked up): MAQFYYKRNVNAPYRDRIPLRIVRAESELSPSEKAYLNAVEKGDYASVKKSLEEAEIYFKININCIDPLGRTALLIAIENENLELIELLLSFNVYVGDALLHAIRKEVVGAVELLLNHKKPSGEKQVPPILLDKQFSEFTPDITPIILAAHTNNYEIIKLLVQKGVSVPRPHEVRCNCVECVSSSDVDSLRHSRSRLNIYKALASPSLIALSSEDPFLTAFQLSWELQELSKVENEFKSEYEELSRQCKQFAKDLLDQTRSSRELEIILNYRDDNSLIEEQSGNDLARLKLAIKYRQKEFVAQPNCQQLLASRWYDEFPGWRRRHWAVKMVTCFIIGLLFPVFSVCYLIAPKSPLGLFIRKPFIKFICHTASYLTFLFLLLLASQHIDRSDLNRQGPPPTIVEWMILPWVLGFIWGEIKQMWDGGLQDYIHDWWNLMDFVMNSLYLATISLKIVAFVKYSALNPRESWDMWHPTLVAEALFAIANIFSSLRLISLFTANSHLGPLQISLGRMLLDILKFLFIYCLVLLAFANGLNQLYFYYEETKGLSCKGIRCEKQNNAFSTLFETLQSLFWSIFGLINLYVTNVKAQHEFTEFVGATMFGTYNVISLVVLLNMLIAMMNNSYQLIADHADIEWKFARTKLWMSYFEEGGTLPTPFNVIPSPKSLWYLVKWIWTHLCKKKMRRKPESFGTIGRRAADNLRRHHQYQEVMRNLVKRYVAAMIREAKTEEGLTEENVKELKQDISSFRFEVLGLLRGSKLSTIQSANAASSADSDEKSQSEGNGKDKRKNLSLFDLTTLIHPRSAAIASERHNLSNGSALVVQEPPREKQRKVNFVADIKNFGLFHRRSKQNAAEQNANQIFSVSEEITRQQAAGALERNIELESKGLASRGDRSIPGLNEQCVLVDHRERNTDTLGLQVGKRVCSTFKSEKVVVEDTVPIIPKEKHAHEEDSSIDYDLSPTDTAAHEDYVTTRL
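Assay system: HEK293 cells stably co-expressing mouse TRPC4beta and mu-opioid receptor / Timing: Fluo4 dye loading 45 min at room temperature, 110 s recording / Signal: Fluo4 calcium-sensitive dye fluorescence, kinetic, 1 Hz baseline / Read-out: integrated baseline-normalised fluorescence ratio, converted to per-well B score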
TRPC4 block: blocks the mouse TRPC4 cation channel; HEK293 TRPC4beta/mu-opioid, DAMGO-evoked Fluo4 calcium flux; stronger effect = lower value; B-score at 10 µM; actives 0.39% (n = 300,000); AID 2247;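 active = B-score over 3 SD under the library average, no early fluorescence shift, positive overall ratio signal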
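Assay system: HEK293 cells with stable TRPC4beta plus mu-opioid receptor expression; Probe or stimulus: DAMGO in two steps, submaximal then maximal; Dosing: single-point compound dosing; Measured by: Fluo4 calcium-dye fluorescence, kinetic read; Read-out basis: B score from integrated Fluo4 fluorescence ratio.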
TRPC6 act: activators of mouse TRPC6 channel. actives 0.13% (n = 310,000). Q61143. AID 2550. HEK293-TRPC6 membrane potential dye fluorescence; stronger effect = higher value. B-score at 10 µM;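 active = B-score of the integrated fluorescence ratio above library mean plus 3 SD, and starting fluorescence ratio within library mean plus 5 SD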;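 note: higher score means more depolarization so channel activation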
TRPC4 potent: allosterically enhances the mouse TRPC4 cation channel; Q9QUQ5; AID 2227; actives 0.42% (n = 310,000); HEK293 TRPC4beta/mu-opioid, DAMGO EC20, Fluo-4 Ca2+ flux; stronger effect = higher value; B-score at 10 µM;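 active = B-score of calcium response area above 5 SD of library B-scores, with initial fluorescence ratio within 5 SD of library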;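 note: B-score of integrated fluorescence ratio over time as area under calcium response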
HIF act: HIF pathway transcriptional activation; actives 0.32% (n = 300,000); U2OS HRE-luciferase reporter, luminescence; normalized: DMSO 0%, desferrioxamine 100%; activation, % at 7.5 µM (by protocol); AID 1910;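 active = mean activation of at least 10% of the iron chelator positive control signal, with at least half of replicates also reaching 10%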
MrgX1 antag: antagonists of human MrgX1 receptor. Q96LB2. MRGX1-HEK293 calcium flux, Fluo-4, BAM8-22 antagonism; stronger effect = lower value. B-score at 10 µM. actives 1.3% (n = 310,000);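 active = calcium-response B-score plate-corrected more than 3 library SD below zero, starting fluorescence within 5 deviations, no agonist response on first addition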;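 note: peak minus trough fluorescence over baseline after final BAM8-22 challenge near maximal dose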
AI-2 QS mod: modulators of Vibrio harveyi AI-2 quorum sensing system; Vibrio harveyi JMH597 AI-2 luminescence/OD600 ratio, 9 h; stronger effect = lower value; strain lacks LuxN and CqsS sensors; 0 = neutral-control median; activity change, % at 7.5 µM; actives 0.4% (n = 300,000); AID 2094; in the data active = activity change below about -75%, passing the limit was not always enough;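 note: luminescence divided by OD600 gain over 9 h not by final OD600 alone; inactives centre near 13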
TRPC6 inhibitor: inhibitors of mouse TRPC6 channel; Q61143; HEK293-TRPC6, membrane potential dye, ACh-evoked depolarization; stronger effect = lower value; B-score at 10 µM; actives 1.1% (n = 310,000); AID 2553;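 active = B-score under library mean minus 3 SD, initial fluorescence not abnormally high, positive integrated signal ratio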;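 note: B-score derived from integrated fluorescence ratio over the kinetic read; more negative B-score means stronger inhibition of depolarization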
MrgX1 PAM: allosterically activates human MrgX1 receptor signaling | actives 0.63% (n = 310,000) | Q96LB2 | MrgX1-HEK293, Fluo-4 calcium flux, FDSS; stronger effect = higher value | B-score at 10 µM;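 active = plate-corrected calcium response at least 3 library SD above typical, normal starting fluorescence, not activating the receptor alone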;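 note: compound read alongside a low EC10 to EC30 dose of BAM8-22 agonist; peak minus trough fluorescence over baseline measured at the second addition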
MrgX1 agonist: agonists of human MrgX1 receptor; Q96LB2; actives 0.44% (n = 310,000); MrgX1-HEK293 cells, Fluo-4 calcium fluorescence, agonist mode; stronger effect = higher value; B-score at 10 µM;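 active = calcium response B-score plate-corrected fluorescence ratio at least 3 library SD, with starting fluorescence B-score inside 5 SD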
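Assay system: stable human MrgX1 HEK293 cell line. Quantity: 15,000 cells per well. Schedule: cells plated overnight, dye loaded 0.5 h 37 °C, 0.5 h room temperature. Detection: Fluo-4 NW calcium-flux fluorescence, kinetic read. Read-out basis: peak-minus-minimum fluorescence over baseline, converted to B scores. Control set: positive and negative control wells on each plate.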
An asterisk follows results filed as active; i = inactive; . = not tested or not shown. The list is partial (hit frequency here may not be typical).

SMILES	PolyA inh	TRPC4 agonist	TRPC4 block	TRPC6 act	TRPC4 potent	HIF act	MrgX1 antag	AI-2 QS mod	TRPC6 inhibitor	MrgX1 PAM	MrgX1 agonist
CCc1c(C)sc(NC(=O)Cn2nc(C(F)(F)F)c3c2CCCC3)c1C#N	i	i	i	i	i	0.0	i	22	i	i	i
CCOC(=O)N1CCC(NC(=O)CS(=O)(=O)Cc2nc(-c3cccc(OC)c3)oc2C)CC1	i	i	i	i	i	-0.1	i	17	i	i	i
CCOC(=O)C1CCCN(C(=O)C2CCN(C(=O)Nc3ccccc3)CC2)C1 (stereo unspecified)	i	i	i	i	i	1.0	i	26	i	i	i
O=C(NCCc1ccccc1)C1CCN(S(=O)(=O)c2ccc(-c3nn[nH]n3)cc2)CC1	i	i	i	i	i	0.4	i	10	i	i	i
Nc1nnnn1/N=C/c1ccccc1OCc1ccc(Cl)cc1Cl	i	i	i	i	i	-0.5	-4.8*	0	i	i	i
Cc1cc(OCCCCNC(C)C)cc(C(C)C)c1	i	i	i	i	i	-0.2	i	10	i	i	i
COc1cccc(NC(=O)CN2C(=O)NC3(CCCC3)C2=O)c1	i	i	i	i	i	0.0	i	17	i	i	i
O=C(N/C(=C/c1ccc(F)cc1)C(=O)N1CCCC1)c1ccccc1	i	i	i	i	i	-0.1	i	5	i	i	i
COc1cc(NC(=O)c2cccs2)c(C(=O)OCC(=O)c2cc(C)n(-c3ccccc3)c2C)cc1OC	i	i	i	i	i	-3.1	i	13	i	i	i
Cc1cc(C)nc(NS(=O)(=O)c2ccc(NC(=O)CN3C(=O)C4CC=CCC4C3=O)cc2)n1 (stereo unspecified)	i	i	i	i	i	0.0	i	22	i	i	i
CC(C)(C)C(=O)NNC(=O)CCCOc1ccc(Cl)cc1Cl	i	i	i	i	i	0.1	i	2	i	i	i
Cc1ccc(S(=O)(=O)NCC(=O)OCC(=O)c2cc(C)n(-c3ccccc3)c2C)cc1	i	i	i	i	i	-0.1	i	18	i	i	i
CC12CCC(=O)N1C(C(=O)NNC(=O)c1ccccc1)CS2 (stereo unspecified)	i	i	i	i	i	-0.5	i	-12	i	i	i
O=C(CN(C(=O)CNC(=O)c1ccco1)c1ccc(F)cc1)NC1CCCCC1	i	i	i	i	i	-0.3	i	.	i	i	i
O=C1NC(=S)N/C1=C/c1cc([N+](=O)[O-])ccc1N1CCOCC1	i	i	i	i	i	-0.1	i	14	i	i	i
Cc1ccc(OCCC(=O)OCC(=O)Nc2cc(S(=O)(=O)N(C)C)ccc2C)cc1	i	i	i	i	i	-0.3	i	19	i	i	i
Nc1ccc(-c2n[nH]c(=O)c3ccccc23)cc1N	i	i	i	i	i	-1.3	i	20	i	i	i
COc1ccc(NC(=O)c2ccc(COc3ccccc3Br)o2)c(OC)c1	i	i	i	i	i	-2.8	i	-3	i	i	i
CCOc1cccc2cc(C(=O)N3CCN(C/C=C/c4ccccc4)CC3)c(=O)oc12	i	i	i	i	i	0.1	i	2	i	i	i
O=C(NC1CCSC1=O)C1CCCCC1 (stereo unspecified)	i	i	i	i	i	0.7	i	13	i	i	i
CC(=O)NCCn1c(SCC(=O)NCc2ccco2)nc2ccccc2c1=O	i	i	i	i	i	0.1	i	37	i	i	i
COc1cccc(NC(=O)C2CCN(S(=O)(=O)c3ccc4c(c3)CC(C)N4C(C)=O)CC2)c1 (stereo unspecified)	i	i	i	i	i	-0.4	i	26	i	i	i
O=S(=O)(c1ccc(Cl)c(NC(=S)Nc2ccccc2N2CCOCC2)c1)N1CCOCC1	i	i	i	i	i	0.0	i	-3	i	i	i
O=C(CSc1nnnn1C1CCCC1)Nc1cccc(NC(=O)c2ccco2)c1	i	i	i	i	i	0.0	i	37	i	i	i
Cc1cccc(NC(=O)C2C(C(=O)O)C3C=CC2C32CC2)c1C (stereo unspecified)	i	i	i	i	i	-0.1	i	17	i	i	i

Single entries from above:
`O=S(=O)(c1ccc(Cl)c(NC(=S)Nc2ccccc2N2CCOCC2)c1)N1CCOCC1` in AI-2 QS mod = -3
`O=C(CSc1nnnn1C1CCCC1)Nc1cccc(NC(=O)c2ccco2)c1` in HIF act = 0.0

Back to the main list, starting four compounds before the break.
SMILES	PolyA inh	TRPC4 agonist	TRPC4 block	TRPC6 act	TRPC4 potent	HIF act	MrgX1 antag	AI-2 QS mod	TRPC6 inhibitor	MrgX1 PAM	MrgX1 agonist
COc1cccc(NC(=O)C2CCN(S(=O)(=O)c3ccc4c(c3)CC(C)N4C(C)=O)CC2)c1 (stereo unspecified)	i	i	i	i	i	-0.4	i	26	i	i	i
O=S(=O)(c1ccc(Cl)c(NC(=S)Nc2ccccc2N2CCOCC2)c1)N1CCOCC1	i	i	i	i	i	0.0	i	-3	i	i	i
O=C(CSc1nnnn1C1CCCC1)Nc1cccc(NC(=O)c2ccco2)c1	i	i	i	i	i	0.0	i	37	i	i	i
Cc1cccc(NC(=O)C2C(C(=O)O)C3C=CC2C32CC2)c1C (stereo unspecified)	i	i	i	i	i	-0.1	i	17	i	i	i
Cc1ccc(S(=O)(=O)Cn2nnnc2CN2CCOCC2)cc1	i	i	i	i	i	0.4	i	-1	i	i	i
CCCCC(=O)Nc1ccc2c(c1)nc(CCN1CCN(c3ccccn3)CC1)n2C	i	i	i	i	i	-1.0	i	6	i	i	i
CCOC(=O)c1cnn(-c2cc(Oc3ccccc3)ncn2)c1N	i	i	i	i	i	0.5	i	6	i	i	i
Cc1ccc(CN2C(=O)c3ccccc3Sc3ccc(C(=O)NCCN4CCOCC4)cc32)cc1	i	i	i	i	i	1.0	i	14	i	i	i
COc1ccc(CC(=O)Nc2nnc(C(C)C)s2)cc1	i	i	i	i	i	0.5	.	-4	i	.	.
CN(C)c1ccc(/C=N/NC(=O)CNC(=O)/C=C/c2ccco2)cc1	i	i	i	i	i	-0.8	i	19	i	i	i
COC(=O)c1ccc(C2/C(=C(/O)c3ccc(OC)cc3)C(=O)C(=O)N2Cc2ccco2)cc1 (stereo unspecified)	i	i	i	i	i	-0.3	i	22	i	i	i
CC(NC(=O)/C(=C/c1cccc([N+](=O)[O-])c1)NC(=O)c1ccco1)C(=O)O (stereo unspecified)	i	i	i	i	i	-0.4	i	24	i	i	i
CC1(C)Cc2nc3oc4c(SCC(N)=O)ncnc4c3cc2CO1	i	i	i	i	i	0.6	i	26	i	i	i
CCCNC(=O)CCn1nc(-c2ccc(Cl)cc2)c2ccccc2c1=O	i	i	i	i	i	-0.4	i	45	i	i	i
Cc1sc2c(c1C)CN(Cc1ccncc1)CN2C(=O)c1ccco1	i	i	i	i	i	.	i	3	i	i	i
O=C(COc1ccccc1)N1CCN(C(=O)c2cccc(F)c2)CC1	i	i	i	i	i	-1.4	i	29	i	i	i
C(=N\n1cnnc1)/c1ccc(OCc2ccccc2)cc1	i	i	i	i	i	.	i	24	i	i	i
CC(C)(C)NC(=O)Cc1ccc(S(=O)(=O)N2CCCC2)s1	i	i	i	i	i	-0.2	i	10	i	i	i
Cc1ccc(-n2nc3c(c2NC(=O)c2cccs2)CSC3)cc1	i	i	i	i	i	-0.3	i	10	i	i	i
CC(CN1CCCC1)OC(=O)COc1ccccc1 (stereo unspecified)	i	i	i	i	i	-0.2	i	10	i	i	i
O=C(NC1CCCCC1)C(c1ccco1)N(C(=O)c1csnn1)c1cccc(Cl)c1 (stereo unspecified)	i	i	i	i	i	-0.7	i	-1	i	i	i
CCCn1c(C(CO)Nc2nc(-c3cccc(Br)c3)cs2)nc2ccccc21 (stereo unspecified)	i	i	i	i	i	0.2	i	11	i	i	i
COc1ccc2nc(NC(=O)CSc3nc4cccnc4n3C)sc2c1	i	i	i	i	i	0.3	i	5	i	i	i
O=C(Cn1c(NCCCO)nc2ccccc21)c1ccc(Br)cc1	i	i	-7*	i	i	-46	i	5	i	i	i
CC(C)N1CCC(=NNC(=O)c2ccc(Br)o2)CC1	i	i	i	i	i	0.5	i	21	i	i	i
Cc1nnc(N2CCN(c3ccccc3)CC2)[nH]c1=O	i	i	i	i	i	-0.3	i	19	i	i	i
O=C(NNC(=O)C1CCN(S(=O)(=O)c2ccc(Cl)cc2)CC1)c1ccc(S(=O)(=O)N2CCCCC2)cc1	i	i	i	i	i	0.3	i	21	i	i	i
O=C(/C=C/c1ccc(Cl)c(Cl)c1)NC1=NCCS1	i	i	i	i	i	2.0	i	13	i	i	i
O=C(NCc1ccccc1)c1c[nH]c2ccc(F)cc2c1=O	i	i	i	i	i	0.8	i	-2	i	i	i
The listing continues:
SMILES	PolyA inh	TRPC4 agonist	TRPC4 block	TRPC6 act	TRPC4 potent	HIF act	MrgX1 antag	AI-2 QS mod	TRPC6 inhibitor	MrgX1 PAM	MrgX1 agonist
COc1ccc(N(CC(=O)NCc2ccc(C)cc2)S(=O)(=O)c2c(C)[nH]c(=O)[nH]c2=O)cc1	i	i	i	i	i	0.6	i	14	i	i	i
Oc1[nH]c2ccccc2c1N=Nc1nc(Nc2ccccc2)nc(N2CCOCC2)n1	i	i	i	i	i	-1.8	i	18	i	i	i
COCc1cc(=O)n2[nH]c(-c3ccc(C)cc3)cc2n1	i	i	i	i	i	0.2	i	24	i	i	i
Cc1cccc(OCC(=O)N(Cc2ccco2)C2CCS(=O)(=O)C2)c1C (stereo unspecified)	i	i	i	i	i	-0.1	i	16	i	i	i
CCc1nc(C)c(-c2ccccc2)c(=O)[nH]1	i	i	i	i	i	-0.2	i	5	i	i	i
Nc1ccc2c(c1)OCCOCCOCCOCCOCCO2	i	i	i	i	i	-1.0	i	18	i	i	i
O=C(NC(=S)N1CCN(C/C=C/c2ccccc2)CC1)c1c(F)cccc1F	i	i	i	i	i	-0.5	i	7	i	i	i
CCOc1ccc(-n2c(SCC(=O)Nc3cc(C(=O)O)ccc3Cl)nc3ccccc3c2=O)cc1	i	i	i	i	i	2.7	i	29	i	i	i

Screening results as filed in PubChem BioAssay.
